GASC1 inh = inhibitors of human demethylase GASC-1 KDM4C. Q9H3R0. GST-KDM4C 2-372, H3K9me3 peptide, LANCE TR-FRET. inhibition, % at 12.5 µM. hit rate 0.15% among 96,000;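 active means mean replicate inhibition above about 25%, with at least 55% of replicates also reaching it, limit read from the data, passing the limit was not always enough; inconclusive means only one of those two conditions met; inactive means neither condition met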
Target sequence (Q9H3R0 2-372 limits assumed): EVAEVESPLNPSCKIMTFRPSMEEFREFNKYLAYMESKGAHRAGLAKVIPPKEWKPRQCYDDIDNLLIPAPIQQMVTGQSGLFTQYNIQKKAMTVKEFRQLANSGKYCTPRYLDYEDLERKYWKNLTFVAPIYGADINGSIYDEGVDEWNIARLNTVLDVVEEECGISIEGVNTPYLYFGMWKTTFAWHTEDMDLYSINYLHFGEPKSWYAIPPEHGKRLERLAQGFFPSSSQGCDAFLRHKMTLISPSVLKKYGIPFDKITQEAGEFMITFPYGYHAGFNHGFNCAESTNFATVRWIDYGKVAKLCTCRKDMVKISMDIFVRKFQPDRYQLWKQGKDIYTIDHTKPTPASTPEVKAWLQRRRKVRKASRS
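System – N-terminal GST-fused human GASC-1 (KDM4C) fragment, residues 2-372 · Input – enzyme final amount 10 nM · Technique – LANCE TR-FRET, Eu antibody, ULight-streptavidin, EDTA, ex 340 nm, em 618/671 nm · Medium – HEPES buffer, pH 7.5, plus ascorbate · Incubation – enzyme reaction 30 min, then detection 60 min, both room temperature · Reagent – H3K9me3 peptide with Fe(II)/2OG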
C diff growth = blocks growth of Clostridium difficile | Clostridium difficile clinical isolate growth, OD600, 24 h; active compounds read low | growth activity, negative = inhibition, % at 16 µg/mL (by protocol) | hit rate 0.25% among 86,000 | AID 1259249;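 active means mean growth activity at or below -80% and every replicate also at or below -80%; inconclusive means mean at or below -80% but some replicate above -80%; inactive means mean growth activity above -80%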;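 further: 0% = DMSO wells and -100% = levofloxacin 16 µg/mL wells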
Pf Dd2 inh = P. falciparum Dd2 growth inhibition; activity change, % at 10 µM; SYBR Green, 72 h; active compounds read low; hit rate 2.3% among 94,000; in the data active means activity change below about -80%; inconclusive means no clear call, values can overlap the other calls
Tcruzi prolif = T. cruzi proliferation inhibition. T. cruzi beta-gal in NIH3T3, GalScreen luminescence, 90 h. inhibition, % at 8.34 µM. hit rate 5.9% among 77,000;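 active means mean inhibition above about 93%, with at least 55% of replicates each passing it, limit read from the data, passing the limit was not always enough; inconclusive means only one of those two conditions holds; inactive means neither condition holds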
* marks the source's active call; other numbers are inactive results; ? = inconclusive; / = not tested or not shown.

SMILES	GASC1 inh	C diff growth	Pf Dd2 inh	Tcruzi prolif
C[C@@H]1CN([C@H](C)CO)C(=O)c2cc(NC(=O)Nc3ccc(F)cc3)ccc2O[C@H]1CN(C)C(=O)Nc1ccc2c(c1)OCO2	0.2	-10.9	17.7	-10.3
C/C=C/c1ccc([C@@H]2[C@H](CO)N3CCCCN(S(=O)(=O)c4cccc(C)c4)C[C@@H]23)cc1	-1.3	-1.0	-73.9	75.9
C[C@H](CO)N1C[C@H](C)[C@@H](CN(C)S(=O)(=O)c2ccccc2)Oc2ccc(NC(=O)Cc3cn(C)c4ccccc34)cc2CC1=O	-1.0	-7.0	-53.0	42.1
O=C(NC[C@@H]1[C@H](c2ccccc2)[C@H](CO)N1CC1CCCC1)c1ccccc1	-1.6	19.6	-24.2	93.1
COc1cccc(-c2ccc3n(c2=O)C[C@H]2[C@H](CO)[C@@H](C(=O)N4CCOCC4)N[C@@H]32)c1	1.4	-1.9	-4.0	65.4
CO[C@H]1CN(C)C(=O)c2ccc(NC(=O)Nc3ccccc3Cl)cc2OC[C@@H](C)NC[C@@H]1C	-0.9	/	-6.4	-37.0
C[C@H](CO)N1C[C@H](C)[C@@H](CN(C)Cc2ccccc2)Oc2c(NC(=O)C3CCCCC3)cccc2C1=O	-0.9	2.2	-19.1	86.4
O=C(C[C@H]1CC[C@@H](NC(=O)Nc2ccc3c(c2)OCO3)[C@H](CO)O1)NCc1ccc2c(c1)OCO2	0.6	-1.5	6.6	16.7
Cc1ccc(S(=O)(=O)Nc2ccc3c(c2)CC(=O)N([C@@H](C)CO)C[C@@H](C)[C@@H](CN(C)C(=O)NC2CCCCC2)O3)cc1	4.0	-5.6	-13.7	-2.6
Cc1noc(C)c1S(=O)(=O)Nc1ccc2c(c1)C(=O)N([C@@H](C)CO)C[C@H](C)[C@@H](CN(C)Cc1ccccc1)O2	-0.8	-0.7	-3.2	15.2
C[C@H](CO)N1C[C@H](C)[C@H](CN(C)Cc2ccc(C(=O)O)cc2)OCCCC[C@H](C)Oc2ccc(NC(=O)Nc3ccc4c(c3)OCO4)cc2C1=O	1.1	-2.7	14.9	33.1
O=C(c1ccccc1F)N1CC(=O)N2[C@H](CO)[C@H](c3ccc(C#Cc4ccc(F)cc4)cc3)[C@H]2C1	-0.9	2.0	-53.4	/
CO[C@@H]1CN(C)C(=O)c2ccc(NC(=O)Nc3cccc(F)c3)cc2OC[C@@H](C)NC[C@H]1C	-0.5	/	-70.2	17.8
Cc1ccc(S(=O)(=O)N(C)C[C@@H]2OCCCC[C@H](C)Oc3ccc(NC(=O)C4CCCCC4)cc3C(=O)N([C@H](C)CO)C[C@@H]2C)cc1	0.3	-2.5	-73.2	80.1
Cc1ccccc1S(=O)(=O)N1CC[C@@H]2[C@H]1c1cc(-c3cccc(C#N)c3)ccc1N[C@@H]2CO	-2.4	0.7	3.5	23.9
Cc1ccc(S(=O)(=O)N(C)C[C@@H]2Oc3c(NC(=O)c4nc5ccccc5s4)cccc3C(=O)N([C@H](C)CO)C[C@H]2C)cc1	-0.4	1.1	-78.3	74.4
C[C@H](CO)N1C[C@H](C)[C@@H](CN(C)S(=O)(=O)c2ccc(F)cc2)Oc2ccc(NC(=O)CCN3CCOCC3)cc2C1=O	0.1	-1.1	-8.0	-19.3
C[C@@H]1CN([C@H](C)CO)C(=O)c2cc(N(C)C)ccc2O[C@@H](C)CCCCO[C@H]1CN(C)C(=O)Cc1ccccc1	5.7	-6.5	-72.3	16.3
COc1cccc(-c2ccc3c(c2)[C@@H]2[C@@H](CCN2S(=O)(=O)c2cccc(OC)c2)[C@H](CO)N3)c1	0.5	2.5	-26.8	6.2
COc1ccc(S(=O)(=O)Nc2ccc3c(c2)CC(=O)N([C@H](C)CO)C[C@H](C)[C@@H](CN(C)Cc2ccc(-c4ccccc4)cc2)O3)cc1	-4.1	25.7	-8.8	-16.4
O=C(C[C@@H]1C=C[C@@H](NC(=O)Cc2ccccn2)[C@@H](CO)O1)NCCCN1CCOCC1	2.1	/	10.3	-30.2
COc1ccc(NC(=O)N(C)C[C@@H]2Oc3ccc(NC(=O)Cn4cnnn4)cc3CC(=O)N([C@@H](C)CO)C[C@@H]2C)cc1	0.3	-8.9	9.0	14.3
CN(C)CCCNC(=O)[C@@H]1[C@@H](CO)[C@@H]2Cn3c(ccc(-c4ccccc4)c3=O)[C@@H]2N1C	16.3	-3.9	-0.3	-43.0
COc1cccc(C#Cc2ccc([C@@H]3[C@@H](CO)N(C(=O)C4CC4)[C@H]3C#N)cc2)c1	-2.3	-8.1	-32.5	92.5
CCC(=O)N(C)C[C@H]1Oc2ncc(-c3ccccc3OC)cc2C(=O)N([C@@H](C)CO)C[C@H]1C	-2.0	0.9	-2.6	-60.3
OC[C@H]1Nc2ccc(C#Cc3ccc(F)cc3)cc2[C@H]2[C@@H]1CCN2Cc1ccc2c(c1)OCO2	-0.1	2.8	-77.6	85.7
O=C(C1CCC1)N1CC[C@@H]2[C@H]1c1cc(C#Cc3cccc(F)c3)ccc1N[C@@H]2CO	-0.3	9.1	-17.4	54.5
Cc1ccc(S(=O)(=O)N[C@@H]2C=C[C@H](CC(=O)NCc3ccccc3F)O[C@@H]2CO)cc1	1.2	/	-4.7	-45.7
CCCC#Cc1ccc2c(c1)O[C@H](CN(C)C(C)=O)[C@H](C)CN([C@@H](C)CO)S2(=O)=O	1.4	-2.2	-19.1	/
C[C@H](CO)N1C[C@H](C)[C@H](CN(C)S(=O)(=O)c2cccs2)Oc2ncc(-c3cc4ccccc4o3)cc2C1=O	-7.6	14.8	-74.6	123.0*
O=C(Cc1ccncc1)NCC[C@H]1CC[C@@H](NC(=O)C2CCCCC2)[C@H](CO)O1	2.1	0.2	-5.2	/
C[C@@H]1CN([C@H](C)CO)S(=O)(=O)c2ccc(-c3cncnc3)cc2O[C@@H]1CN(C)C(=O)CC1CC1	5.9	0.1	16.6	19.4
O=C(NCCc1ccccc1)[C@@H]1[C@@H](CO)[C@@H]2Cn3c(cccc3=O)[C@H]1N2CC1CC1	-1.3	-1.6	-9.8	26.8
COc1ccc(NC(=O)Nc2ccc3c(c2)C(=O)N([C@H](C)CO)C[C@H](C)[C@H](CN(C)Cc2ccc(C(F)(F)F)cc2)OCCCC[C@H](C)O3)cc1	-2.6	7.9	-45.7	73.9
CCCNC(=O)N(C)C[C@H]1[C@H](c2ccccc2)[C@@H](CO)N1C(=O)c1ccccc1	0.3	4.8	4.6	30.9
C[C@@H]1CN([C@@H](C)CO)C(=O)c2cccc(NC(=O)Nc3ccc(C(F)(F)F)cc3)c2O[C@H]1CN(C)S(C)(=O)=O	5.6	-15.0	-38.0	/
C[C@H]1CN([C@@H](C)CO)C(=O)c2cc(/C=C/c3ccccc3)cnc2O[C@@H]1CN(C)C(=O)c1ccc(F)cc1	-2.2	5.3	-74.6	/
C[C@@H]1CCCCO[C@H](CN(C)S(=O)(=O)c2ccc(F)cc2)[C@@H](C)CN([C@@H](C)CO)C(=O)c2cc(NS(=O)(=O)c3cn(C)cn3)ccc2O1	-0.4	1.6	-32.9	-15.6
O=C(C[C@H]1CC[C@H](NS(=O)(=O)c2cccc(F)c2)[C@@H](CO)O1)N1CCCCC1	0.6	1.4	24.4	2.8
C[C@@H]1CCCCO[C@H](CN(C)Cc2ccc(C(F)(F)F)cc2)[C@@H](C)CN([C@@H](C)CO)C(=O)c2cc(NC(=O)Nc3ccc(F)cc3)ccc2O1	-1.2	/	-79.5	93.4

Next part (three carried over from the part before).
SMILES	GASC1 inh	C diff growth	Pf Dd2 inh	Tcruzi prolif
C[C@@H]1CCCCO[C@H](CN(C)S(=O)(=O)c2ccc(F)cc2)[C@@H](C)CN([C@@H](C)CO)C(=O)c2cc(NS(=O)(=O)c3cn(C)cn3)ccc2O1	-0.4	1.6	-32.9	-15.6
O=C(C[C@H]1CC[C@H](NS(=O)(=O)c2cccc(F)c2)[C@@H](CO)O1)N1CCCCC1	0.6	1.4	24.4	2.8
C[C@@H]1CCCCO[C@H](CN(C)Cc2ccc(C(F)(F)F)cc2)[C@@H](C)CN([C@@H](C)CO)C(=O)c2cc(NC(=O)Nc3ccc(F)cc3)ccc2O1	-1.2	/	-79.5	93.4
O=C(Nc1ccc(F)cc1)N1CC(=O)N2[C@H](C1)[C@H](c1ccc(-c3ccccc3)cc1)[C@@H]2CO	-0.4	-2.1	19.4	/
COc1ccc(NC(=O)N(C)C[C@H]2OCCCC[C@H](C)Oc3ccc(NC(=O)Cc4ccccc4)cc3C(=O)N([C@@H](C)CO)C[C@H]2C)cc1	-0.9	-2.8	-69.1	14.1
CC(=O)N(C[C@H]1N[C@H](CO)[C@@H]1c1ccccc1)C(C)C	-6.2	-2.2	7.2	-7.7
C[C@@H]1CN([C@H](C)CO)S(=O)(=O)c2ccc(C3=CCCC3)cc2O[C@H]1CN(C)S(C)(=O)=O	2.0	/	-5.1	-23.6
C[C@@H]1CN([C@H](C)CO)C(=O)c2cc(C#Cc3ccncc3)cnc2O[C@H]1CN(C)C(=O)CN(C)C	1.4	13.1	4.0	-19.1
CCCNC(=O)[C@H]1[C@H](CO)[C@H]2Cn3c(ccc(C4=CCCC4)c3=O)[C@@H]1N2CCC(F)(F)F	-0.1	-0.6	17.1	-11.4
COc1ccc(NC(=O)Nc2ccc3c(c2)C(=O)N([C@@H](C)CO)C[C@H](C)[C@H](CN(C)C(=O)Cc2ccccc2)OCCCC[C@H](C)O3)cc1	-0.4	-6.2	-65.7	?
COc1ccc(S(=O)(=O)Nc2cccc3c2O[C@H](CN(C)CC2CC2)[C@H](C)CN([C@H](C)CO)C3=O)cc1	0.4	0.3	6.4	29.7
C[C@H]1CN([C@@H](C)CO)C(=O)c2cccc(NS(=O)(=O)c3ccc(F)cc3)c2O[C@H]1CN(C)C	-0.1	-4.3	8.7	/
C[C@H](NC(=O)C[C@H]1CC[C@@H](NC(=O)c2cccnc2)[C@@H](CO)O1)c1ccccc1	-1.3	/	5.7	30.7
C[C@@H]1CN([C@@H](C)CO)C(=O)c2cc(NS(=O)(=O)c3cn(C)cn3)ccc2O[C@@H](C)CCCCO[C@@H]1CN(C)C(=O)Nc1ccc(C(F)(F)F)cc1	-5.0	-2.8	-60.4	62.5
CCCN(C)C[C@H]1OCCCC[C@H](C)Oc2ccc(NS(=O)(=O)c3c(C)noc3C)cc2C(=O)N([C@H](C)CO)C[C@H]1C	-1.3	-0.6	-71.0	17.8
C[C@@H]1CN([C@H](C)CO)C(=O)c2cc(NC(=O)Cc3ccccc3)ccc2O[C@@H](C)CCCCO[C@@H]1CN(C)S(C)(=O)=O	0.1	-2.6	-29.9	44.5
O=C(C[C@H]1C=C[C@H](NC(=O)CN2CCOCC2)[C@H](CO)O1)NCc1cccc(F)c1	0.7	/	7.7	-7.7
CN(C)C(=O)c1ccc(-c2ccc([C@@H]3[C@H](CO)N4CCCCN(Cc5cncnc5)C[C@@H]34)cc2)cc1	-0.9	-2.3	-10.9	37.4
COc1ccc(NC(=O)N[C@H]2CC[C@@H](CCn3cc(-c4ccccc4)nn3)O[C@H]2CO)cc1	-1.7	7.4	-44.0	-11.5
C[C@@H]1CN([C@@H](C)CO)C(=O)Cc2cc(NC(=O)Cc3ccccc3)ccc2O[C@@H]1CN(C)Cc1ccc(Cl)c(Cl)c1	-1.9	55.1	-35.3	88.3
C[C@@H]1CCCCO[C@@H](CN(C)Cc2ccc3c(c2)OCO3)[C@H](C)CN([C@H](C)CO)C(=O)c2cc(NS(C)(=O)=O)ccc2O1	0.1	-3.2	-23.7	21.4
N#C[C@@H]1[C@H](c2ccc(C3=CCCC3)cc2)[C@H](CO)N1C(=O)C1CCOCC1	2.8	-5.3	-0.3	5.0
CC(C)NC(=O)N(C)C[C@H]1Oc2c(NS(C)(=O)=O)cccc2C(=O)N([C@@H](C)CO)C[C@H]1C	-1.1	1.6	-5.2	-1.2
CCCNC(=O)Nc1ccc2c(c1)C(=O)N(C)C[C@H](OC)[C@H](C)CN(Cc1ccncc1)[C@H](C)CO2	0.9	1.6	-21.5	-7.7
CO[C@H]1CN(C)C(=O)c2ccc(NS(C)(=O)=O)cc2OC[C@@H](C)N(Cc2nccs2)C[C@@H]1C	?	/	5.0	78.7
C[C@@H]1CCCCO[C@@H](CN(C)C(=O)Nc2cccc3ccccc23)[C@H](C)CN([C@H](C)CO)C(=O)c2cc(NS(C)(=O)=O)ccc2O1	1.0	-3.6	-31.0	38.1
C[C@H](O)C#Cc1ccc2c(c1)O[C@@H](CN(C)Cc1cccnc1)[C@H](C)CN([C@H](C)CO)S2(=O)=O	/	-1.0	-25.8	46.1
O=C(C[C@@H]1CC[C@H]2[C@@H](COC[C@@H](O)CN2S(=O)(=O)c2ccc(Cl)cc2)O1)N[C@H]1CCN(Cc2ccccc2)C1	1.2	/	-14.5	37.6
CCCNC(=O)N(C)C[C@H]1Oc2cc(C#CC(C)(C)O)ccc2S(=O)(=O)N([C@H](C)CO)C[C@@H]1C	-0.6	-2.4	38.1	-20.8
